From PubChem
FUS suppressor: qHTS for Suppressors of FUS Proteinopathy: Primary screen using FUS-linked yeast assay | S. cerevisiae FUS-expressing, growth rescue, OD600, 24 h | Potency, µM (highest dose often 76.6 µM), for inactives: at the highest dose growth rescue (activation), hits mostly activators | 390,000 compounds, 0.24% hits | AID 1347120, 2019;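 further: potency means the concentration at half of the fitted maximal effect; plate controls were DMSO vehicle for no effect and reference control for full effect; nearly all actives have a fitted effect of over 55% in size; some results filed as inactive show a strong effect at the top dose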
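Steps: raffinose overnight preculture; dilution to OD 0.005 in 2% galactose minimal medium; compound addition (concentration series); 24hr at 30C, 99% humidity; absorbance read at 600 nm.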
IL2 activator: qHTS of IL-2 Activators; IL-2 activation reporter assay, cell-based qHTS; stimulated with anti-CD3/CD4/CD28 beads; in transgenic mouse T cells; activation, % (series mostly up to about 46 µM); 360,000 compounds, 0.065% hits; AID 652025, 2013; in the data active means activation above about 50%; inconclusive means mostly about 30% to 49%; further: 0% is about no effect
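Quantitative HTS in unstimulated transgenic mouse T cells, with memory T cells as non-tolerant control and PMA/ionomycin as tolerance-bypass control. Compound pretreatment lasted 60 minutes before 18 h bead stimulation; EGFP/DsRed fluorescence read.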
PI5P4Ka inh: qHTS for Inhibitors of phosphatidylinositol 5-phosphate 4-kinase (PI5P4K); AID 652105, 2013; 330,000 compounds, 1.2% hits; max response, %; PI5P4Kalpha enzyme, ADP-Glo luminescence, 60 min; stronger effect = lower value; Phosphatidylinositol 5-phosphate 4-kinase type-2 alpha (Homo sapiens), P48426; active means max response of -50% or lower; inconclusive means between -30% and -50%; inactive means -30% or higher; further: value at the top dose of about 77 µM; on the % scale 0 is the no-effect control and ±100 the full control effect
Target sequence (P48426 whole entry, looked up): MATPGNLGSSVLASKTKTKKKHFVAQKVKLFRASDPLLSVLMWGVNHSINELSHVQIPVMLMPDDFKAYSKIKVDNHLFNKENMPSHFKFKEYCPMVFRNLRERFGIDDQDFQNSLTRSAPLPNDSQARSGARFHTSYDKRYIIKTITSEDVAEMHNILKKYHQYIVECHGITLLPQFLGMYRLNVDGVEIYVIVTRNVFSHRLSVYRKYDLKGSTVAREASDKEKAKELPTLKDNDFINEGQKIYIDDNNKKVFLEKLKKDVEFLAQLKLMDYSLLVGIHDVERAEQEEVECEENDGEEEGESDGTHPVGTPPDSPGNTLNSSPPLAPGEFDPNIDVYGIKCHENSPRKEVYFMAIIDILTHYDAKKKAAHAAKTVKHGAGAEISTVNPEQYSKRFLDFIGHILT
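qHTS, 1536-well: enzyme/substrate mix, compound by pin tool, 5 microM ATP final; RT 60 min; ADP-Glo reagents 1 (45 min) then 2 (30 min); luminescence.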
Abeta yeast res: qHTS for compounds that reverse cellular toxicity of Amyloid beta (A-beta) peptide in yeast: Primary Screen; AID 1347071, 2019; 410,000 compounds, 0.063% hits; Potency, µM (highest dose often 46.1 µM), inactives show at the highest dose growth rescue, most hits filed as activators; yeast expressing A-beta42, growth rescue, OD600, 48 h; response scale: 0% DMSO, 100% iron-clioquinol control; further: potency means the concentration at half of the fitted maximal effect; nearly all actives have a fitted effect of over 55% in size
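Growth rescue measured by 600 nm absorbance after 48 h yeast culture at 30 C with compound. Values normalized between DMSO and an equimolar ferric chloride plus clioquinol control.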
EPAC1 ag: qHTS for Agonist of cAMP-regulated guanine nucleotide exchange factor 3 (EPAC1): primary screen; Rap guanine nucleotide exchange factor 3 (Homo sapiens), O95398; EPAC1 agonist qHTS, biochemical assay; response scale: 100% = response to 6.5 mM cAMP; Potency, µM (titrated, usually from 154 µM), without a hit: at the highest dose activation, most hits filed as activators; 360,000 compounds, 0.073% hits; further: potency means the concentration at half of the fitted maximal effect; nearly all actives have a fitted effect of over 60% in size
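Nucleotide exchange assay: 100 nM EPAC1 with 250 nM Rap1B loaded with BODIPY-GDP and 50 uM GDP, room temperature. Fluorescence (480/540 nm) read every 5 min for 30 min; signal change normalized to 6.5 mM cAMP as full agonist.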
aSyn rescue: qHTS of alpha-syn Inhibitors; Potency, µM (series often up to 46.1 µM), for inactives: top-dose growth rescue (activation), most hits filed as activators; 370,000 compounds, 0.14% hits; Yeast expressing alpha-synuclein, growth rescue, BacTiter-Glo, 24 h; further: potency means the concentration at half of the fitted maximal effect; % of control where 0% means no effect; nearly all actives have a fitted effect of over 65% in size
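Screening used galactose-induced yeast with toxic alpha-synuclein levels, exposed to compound for 24 hr at 30 deg C. Cell growth, read with BacTiter-Glo luminescence, gave the measured signal.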
PLK1 PBD inh: qHTS for Inhibitors of PLK1-PDB (polo-like kinase 1 - polo-box domain): Primary Screen. Serine/threonine-protein kinase PLK1 (Homo sapiens), P53350. Plk1 PBD binding of FITC phosphopeptide, fluorescence polarization. Potency, µM, for the others: max response, negative = inhibition, hits mostly inhibitors. 360,000 compounds, 2.8% hits; further: potency means the concentration at half of the fitted maximal effect; series mostly up to about 57 µM; on the % scale 0 is the no-effect control and ±100 the full control effect; nearly all actives have a fitted effect of over 65% in size
Target sequence (P53350 whole entry, looked up, the tested form may be a part): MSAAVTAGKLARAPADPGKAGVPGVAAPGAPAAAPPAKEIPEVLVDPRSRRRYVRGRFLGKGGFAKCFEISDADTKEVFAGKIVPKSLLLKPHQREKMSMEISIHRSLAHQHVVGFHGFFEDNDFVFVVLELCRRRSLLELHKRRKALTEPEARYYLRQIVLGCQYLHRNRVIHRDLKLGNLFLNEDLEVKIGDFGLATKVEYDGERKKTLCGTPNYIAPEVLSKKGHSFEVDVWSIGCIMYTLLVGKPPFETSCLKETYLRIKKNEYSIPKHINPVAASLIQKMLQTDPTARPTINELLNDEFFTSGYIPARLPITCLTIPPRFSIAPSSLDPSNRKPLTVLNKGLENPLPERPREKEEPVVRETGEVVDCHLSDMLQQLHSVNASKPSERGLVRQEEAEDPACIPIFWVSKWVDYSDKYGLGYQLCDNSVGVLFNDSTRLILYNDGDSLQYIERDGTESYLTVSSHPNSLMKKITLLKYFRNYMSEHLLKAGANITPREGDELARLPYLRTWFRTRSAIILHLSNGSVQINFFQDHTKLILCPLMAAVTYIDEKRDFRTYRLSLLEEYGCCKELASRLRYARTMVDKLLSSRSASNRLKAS
EPAC1 antagonist: qHTS for Antagonist of cAMP-regulated guanine nucleotide exchange factor 3 (EPAC1): primary screen. Rap guanine nucleotide exchange factor 3 (Homo sapiens), O95398. Potency, µM (titrated, usually from 115 µM), inactives show top-dose activity change, negative = inhibition, usual class: inhibitors. 360,000 compounds, 0.14% hits. EPAC1 GEF assay, Rap1b-BODIPY-GDP exchange fluorescence;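 further: potency means the concentration at half of the fitted maximal effect; plate controls were vehicle for no effect and positive control for full effect; nearly all actives have a fitted effect of over 50% in size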
WRN helicase inh: qHTS for Inhibitors of WRN Helicase; Bifunctional 3'-5' exonuclease/ATP-dependent helicase WRN (Homo sapiens), Q14191; WRN helicase unwinding, fluorescent forked duplex, kinetic; Potency, µM (highest dose often 114 µM), without a hit: top-dose activity change, negative = inhibition, most hits filed as inhibitors; 360,000 compounds, 0.46% hits; further: potency means the concentration at half of the fitted maximal effect; on the % scale 0 is the no-effect control and ±100 the full control effect; nearly all actives have a fitted effect of over 55% in size
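Screening of the MLSMR collection measured strand separation of a quenched forked DNA duplex (100 nM) by 20 nM WRN with 2 mM ATP, all final. Compounds were preincubated with enzyme 15 min at room temperature.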
* marks the source's active call; other numbers are inactive results; ? = inconclusive; / = no result given; [ ] = another dose, or the depositor's remark. Unless noted, the call rests on the fitted dose curve; in most records, active means well fitted curve in the direction sought with a large enough effect; inconclusive means small, poorly fitted or top-dose-only effect, or another doubt; inactive means no such curve, though single readings can be large; an effect the other way counts as inactive or inconclusive.

Order of results – PI5P4Ka inh | PLK1 PBD inh | EPAC1 antagonist | EPAC1 ag | IL2 activator | aSyn rescue | FUS suppressor | Abeta yeast res | WRN helicase inh
CN(Cc1cccs1)S(=O)(=O)c1ccc(Cl)cc1F
 : -1 | -5% | -8% | 9% | -0.5 | 13% | 3% | 11% | -5%
CN1C[C@@H]2C[C@@H](c3cccn3-c3nccs3)N3CCC[C@@]23C1=O
 : 8 | -6% | 1% | -3% | -0.7 | -8% | 9% | -15% | -9%
CCOC(=O)C(C)Oc1c(C(=O)OC)sc2ncccc12 (configuration not stated)
 : 2 | -2% | -1% | 6% | 0.0 | 2% | -7% | -13% | 0%
OCCNc1ncnc2c1ncn2Cc1ccccc1
 : -6 | -5% | -1% | -4% | -2.3 | 1% | -3% | -9% | 5%
COc1ccc(CCN(C)Cc2nc(-c3cnccn3)no2)cc1OC
 : -4 | -25% | -11% | 9% | -1.8 | 5% | -21% | 10% | 4%
Cc1c(Cl)cccc1N1C(=O)CC(Sc2ccccc2N)C1=O (configuration not stated)
 : -4 | -8% | 9% | -7% | -2.2 | 0% | -30% | 19% | 3%
CCOC(=O)C(=O)N1CCC(C(=O)OC)CC1
 : -2 | 0% | 2% | 3% | 1.5 | 1% | -12% | 10% | 10%
O=C1/C(=C\c2ccsc2)N2CCC1CC2
 : -1 | -4% | -2% | 6% | -1.3 | -6% | 29% | -12% | -5%
CN1CCN(c2ccc(NC(=O)c3ccc4c(c3)OCCO4)cc2Cl)CC1
 : -5 | -10% | -1% | -3% | -2.2 | -2% | 8% | 3% | 1%
CC(=O)c1ccc(S(=O)(=O)NCCC(=O)OC(C)C(=O)Nc2ccc(F)cc2)cc1 (configuration not stated)
 : 2 | 0% | -2% | -5% | -1.9 | 2% | 20% | -4% | -3%
CC(=O)Nc1ccc(S(=O)(=O)Nc2cccc(-n3cnnn3)c2)cc1
 : 0 | -17% | -11% | 10% | -0.3 | -1% | -18% | 4% | -6%
CCOc1ccccc1NC(=O)c1sc2nc(C)nc(N3CCOCC3)c2c1C
 : 6 | -9% | -4% | -10% | 0.0 | -14% | 8% | -27% | -3%
Cc1cc(C)cc(C(=O)NC(CC(N)=O)c2ccc(NCCN3CCCC3)c([N+](=O)[O-])c2)c1 (configuration not stated)
 : -2 | 4% | 8% | -1% | 1.5 | 2% | -18% | 0% | -6%
Cc1cc(C)cc(Nc2ncnc3nc[nH]c23)c1
 : 2 | -5% | -12% | -4% | 1.2 | ? | ? | -4% | -16%
Fc1ccc(NCc2nnc3n2CCCCC3)cc1
 : 0 | -6% | 6% | 16% | 0.1 | 0% | -20% | 7% | -2%
COc1ccc(-c2csc(C(NC(C)=O)c3cccc(OC)c3)n2)cc1 (configuration not stated)
 : -7 | -2% | -10% | -7% | -0.5 | 1% | 12% | 0% | -7%
O=C(c1ccc(Cn2cc(Br)cn2)cc1)N1N=C(C(F)F)CC1(O)C(F)F (configuration not stated)
 : -1 | -6% | -13% | -19% | -2.1 | 21% | 5% | -15% | -6%
Cn1nc(-c2ccccc2)c(CO)c1Oc1ccc(F)cc1
 : ? | 11µM* | ? | 7% | 0.5 | 16% | 14% | -17% | ?
O=C(CNCCc1ccccc1)N1CCc2ccccc2C1
 : 9 | -6% | -19% | -8% | 0.9 | 4% | 13% | -9% | -12%
CCC(=O)N1CCN(c2ccc(NC(=S)NC(=O)c3cccc([N+](=O)[O-])c3)cc2)CC1
 : 6 | -7% | -4% | -2% | -0.2 | -4% | 32% | 8% | -6%
C[C@H](CO)N1C[C@H](C)[C@@H](CN(C)S(=O)(=O)c2cn(C)cn2)Oc2cc(Br)ccc2S1(=O)=O
 : 3 | -1% | 8% | -12% | 0.8 | -1% | 7% | -2% | 6%
O=C(COC(=O)c1ccccc1Nc1ccccc1)NCc1ccccc1
 : 0 | -8% | 12% | -7% | 0.2 | -2% | / | -13% | 5%
COCCCNC(=O)C1CCCN(S(=O)(=O)c2ccc(C)cc2)C1 (configuration not stated)
 : / | -2% | 7% | -2% | -0.4 | 3% | 2% | 21% | 2%
COc1ccccc1CNC(=O)CS(=O)(=O)c1ccc(C)cc1
 : 0 | -8% | 15% | 9% | 1.6 | 7% | 4% | -21% | -5%
CN(C)S(=O)(=O)c1cccc(NC(=O)COC(=O)c2cc(=O)[nH]c(=O)[nH]2)c1
 : 0 | -2% | -17% | 1% | 0.4 | 4% | 15% | -9% | -19%[57.1 µM]
Cc1ccc(CC(CC(=O)O)C(=O)Nc2ccc(Cl)cc2)cc1 (configuration not stated)
 : 0 | -3% | -19% | 3% | -0.4 | 8% | -8% | 11% | -9%
O=C(CC(c1ccccc1)c1ccccc1O)N1CCCC1 (configuration not stated)
 : -3 | 0% | 7% | -3% | -0.5 | 3% | -16% | 11% | 4%
Cc1cc(NC(=O)CSc2nc(C3CCCCC3)nc3ccccc23)no1
 : -4 | -14% | -5% | -20% | -0.5 | 1% | 2% | 18% | -3%
CC(C)C(NS(=O)(=O)c1cccs1)C(=O)NCc1ccccc1 (configuration not stated)
 : 1 | -10% | 17% | 9% | 2.4 | 12% | 0% | -16% | -3%
O=C(NC(=S)NCc1ccccc1)c1ccccc1
 : 10 | -9% | 5% | 5% | -1.6 | -1% | -5% | 11µM* | -6%
COc1ccc(-n2c(C)cc(/C=N/Nc3nc(N4CCOCC4)nc(N4CCOCC4)n3)c2C)cc1
 : -11 | -16% | -1% | -6% | -0.7 | -3% | / | 3% | -26%
CCCCOC(=O)CCCc1ccc([N+](=O)[O-])cc1[N+](=O)[O-]
 : 3 | -9% | -16% | -4% | -0.7 | 8% | -28% | 4% | -1%
COc1ccc(C(C(=O)NC2CCCC2)N(C(=O)c2ccco2)c2ccccc2C(C)=O)cc1OC (configuration not stated)
 : 5 | -4% | 7% | 13% | -1.2 | -2% | -7% | -3% | -1%
COc1ccccc1N1CCN(c2nc3ccccn3c(=O)c2C=O)CC1
 : 36 | -5% | -4% | -4% | -0.5 | 4% | 10% | -14% | -8%
C[C@@H](C(=O)Nc1ccc2ccccc2c1)[C@H]1C[C@]1(C)[C@H](NC(=O)c1cccnc1)c1ccccc1
 : 0 | -5% | -9% | 0% | -0.8 | 9% | 37% | 5% | -6%
C[C@H]1NS(=O)(=O)c2cc(Cl)ccc2O[C@@H]1c1ccccc1
 : 4 | -6% | -18% | -10% | -0.6 | 2% | -18% | 10% | -4%
Cc1ccc2[nH]c(=O)c(C(c3nnnn3C3CCCC3)N3CCCc4ccccc43)cc2c1 (configuration not stated)
 : / | -4% | 4% | -7% | -1.3 | 7% | 13% | -1% | -7%
Cc1[nH]c(-c2ccccn2)nc(=S)c1Cl
 : -27 | 30µM* | -1% | 11% | -3.5 | ? | -9% | ? | -1%
CCc1ccc(-c2cc(C(=O)NN3CCN(C)CC3)c3ccccc3n2)cc1
 : 13 | 2% | -1% | 10% | -4.0 | 4% | / | 5% | -3%
Cc1ccc(C)c(N2CCN(C(=O)CCc3nc(-c4ccccc4)no3)CC2)c1
 : 9 | -4% | 3% | -12% | 0.3 | 5% | 22% | 6% | 6%

Part of the list above, in CSV form.
Molecule,PI5P4Ka inh,PLK1 PBD inh,EPAC1 antagonist,EPAC1 ag,IL2 activator,aSyn rescue,FUS suppressor,Abeta yeast res,WRN helicase inh
Cc1cc(C)cc(Nc2ncnc3nc[nH]c23)c1,2,-5%,-12%,-4%,1.2,?,?,-4%,-16%
Fc1ccc(NCc2nnc3n2CCCCC3)cc1,0,-6%,6%,16%,0.1,0%,-20%,7%,-2%
COc1ccc(-c2csc(C(NC(C)=O)c3cccc(OC)c3)n2)cc1 (configuration not stated),-7,-2%,-10%,-7%,-0.5,1%,12%,0%,-7%

New compounds follow
Order of results – PI5P4Ka inh | PLK1 PBD inh | EPAC1 antagonist | EPAC1 ag | IL2 activator | aSyn rescue | FUS suppressor | Abeta yeast res | WRN helicase inh
CC(=O)Nc1ccc(/C=N/N2C(C)CCCC2C)cc1 (configuration not stated)
 : -5 | -4% | -14% | 4% | -2.1 | -3% | 12% | -17% | -26%
O=C(c1sccc1Cl)N1CCN(Cc2ccc3c(c2)OCO3)CC1
 : 6 | -6% | -3% | 4% | 2.1 | 7% | -3% | 4% | -5%
Fc1ccc(C2=Nn3c(nnc3-c3ccco3)SC2)cc1
 : 0 | -9% | -2% | -9% | -3.9 | 1% | -11% | -13% | -5%
COc1ccc(S(=O)(=O)N2CCN(C(=O)C3CC3)CC2)cc1
 : 8 | 0% | 1% | -1% | 0.2 | 0% | -3% | -18% | -5%
Cc1cc(C)cc(C(=O)NC2CC(C)(C)NC(C)(C)C2)c1
 : -7 | 0% | 10% | -11% | 0.1 | 0% | 1% | -9% | 4%
CCCCCC(=O)NC(=S)Nc1ccc(Cl)cn1
 : 4 | -7% | ? | -17% | 0.9 | 0% | -29% | ? | -17%
Cc1c(C(=O)N2CCOCC2)oc2ccccc12
 : -10 | -4% | -1% | 1% | 3.3 | 1% | -21% | -3% | 0%
N#CCCn1cc(/C=N/O)c(-c2ccccc2)n1
 : / | -10% | 3% | 1% | -2.5 | 1% | 21% | -13% | -6%
O=C(O)c1ccc(CSc2nnc(-c3ccccc3)n2-c2ccccc2)cc1
 : -2 | -7% | ? | 0% | 1.3 | 16% | 13% | 1% | -11%
CC(CN1CCOCC1)OC(=O)c1ccc(Br)cc1 (configuration not stated)
 : 7 | -2% | 11% | -1% | 0.1 | -75%[inhibitor] | -14% | -90%[inhibitor] | -2%
